High-throughput results from PubChem BioAssay.
hgDAF-12 ag: activates the H. glycines DAF-12 receptor ligand-binding domain. 370,000 tested, 1.8% active. HEK293 GAL4-hgDAF12 UAS-luciferase reporter, agonist luminescence; normalized to butyrate control. activation, % at 6.8 µM. AID 687014;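 active = activation above a cutoff set at the mean of all screened compounds plus 3 SD, cut at about 10% in these data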;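 also: 0% = DMSO wells and 100% = sodium butyrate wells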
hcDAF-12 act: activates DAF-12 receptor from parasite H. contortus | activation, % at 6.8 µM | AID 652067 | HEK293 hcDAF-12 lit1-tk-luc reporter, luminescence; 0% DMSO, 100% Δ7-dafachronic acid | 370,000 tested, 1.4% active;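 active = activation above the mean of all tested compounds plus 3 SD, cut at about 5.5% in these data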;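 also: 100% = response to 3 µM Δ7-dafachronic acid high control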
PG9 Ab binder: binds the HIV-1 gp120 antibody PG9; TR-FRET gp120-PG9 antibody binding; inhibition, % at 6.7 µM; 360,000 tested, 0.43% active; in the data active = inhibition above about 8.5%
DAX1 inh-1: DAX1 (NR0B1) inhibition, primary screen; HEK293T StAR-luciferase reporter, SF-1/DAX-1 repression relief; inhibition, % at 6.8 µM; 370,000 tested, 1.1% active; AID 652010;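 active = inhibition above the mean over all tested compounds plus 3 SD, cut at about 3.6% in these data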;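 also: 0% = DAX-1 cells with DMSO and 100% = cells lacking DAX-1 with DMSO; higher inhibition means more luminescence from relief of DAX-1 repression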
sPLA2-III inh: Blocks human group III sPLA2 activity. Q9NZ20. QFRET BODIPY PC-A2 liposome hydrolysis, fluorescence. inhibition, % at 12.2 µM. 370,000 tested, 0.56% active;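 active = inhibition above mean plus 3 SD of compounds lying within the high and low control bounds, cut at about 19% in these data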;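 also: 0% = median of test compound wells and 100% = no enzyme DMSO wells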
Target sequence (Q9NZ20 whole entry, looked up): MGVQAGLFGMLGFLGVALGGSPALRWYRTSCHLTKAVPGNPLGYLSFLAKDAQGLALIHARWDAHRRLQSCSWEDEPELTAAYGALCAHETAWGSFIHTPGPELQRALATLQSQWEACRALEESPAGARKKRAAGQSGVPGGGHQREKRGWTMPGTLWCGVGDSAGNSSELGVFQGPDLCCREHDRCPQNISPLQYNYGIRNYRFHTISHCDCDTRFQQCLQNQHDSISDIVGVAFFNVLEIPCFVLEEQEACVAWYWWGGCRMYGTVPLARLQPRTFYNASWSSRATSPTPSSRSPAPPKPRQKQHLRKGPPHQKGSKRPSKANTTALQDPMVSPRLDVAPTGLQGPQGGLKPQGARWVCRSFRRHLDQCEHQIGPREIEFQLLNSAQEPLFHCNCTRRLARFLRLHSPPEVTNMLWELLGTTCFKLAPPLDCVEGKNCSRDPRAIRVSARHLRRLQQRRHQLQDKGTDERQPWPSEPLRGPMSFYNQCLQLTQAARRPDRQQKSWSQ
DAX1 inh-2: inhibits human nuclear receptor DAX1; AID 504766; P51843; HEK293 Gal4-DAX1 luciferase reporter, luminescence; inhibition, % at 6.75 µM; 340,000 tested, 0.99% active;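 active = inhibition above the mean over all tested compounds plus 3 SD, cut at about 4.2% in these data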;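 also: 0% = DAX1-transfected cells with DMSO and 100% = empty-vector control cells with DMSO; inhibition shows as a rise in luminescence from relieved DAX1 repression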
Target sequence (P51843 207-470 limits assumed): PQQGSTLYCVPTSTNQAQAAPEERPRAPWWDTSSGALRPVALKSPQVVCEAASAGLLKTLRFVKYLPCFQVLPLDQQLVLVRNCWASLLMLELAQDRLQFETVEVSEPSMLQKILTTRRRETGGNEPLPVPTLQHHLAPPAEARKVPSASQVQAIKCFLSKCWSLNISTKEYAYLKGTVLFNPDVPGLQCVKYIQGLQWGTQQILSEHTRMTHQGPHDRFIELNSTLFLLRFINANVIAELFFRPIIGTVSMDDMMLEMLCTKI
ssDAF12 agonist: S. stercoralis DAF-12 activation, primary screen. HEK293 ssDAF-12/GRIP1 lit1-tk-luc reporter, luminescence; % of 3 µM dafachronic acid response. activation, % at 6.8 µM. 370,000 tested, 1% active;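 active = activation above the mean over all tested compounds plus 3 SD, cut at about 0.9% in these data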;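 also: 0% = DMSO-only wells and 100% = 3 µM delta7-dafachronic acid wells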
Rev-erbA mod: modulators of human Rev-erb alpha DNA binding | P20393 | Rev-erbα–FITC-DNA binding, fluorescence polarization, 90 min | activity, % at 10 µM | 370,000 tested, 0.79% active;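 active = activity above about 14%, limit read from the data; passing the limit was not always enough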;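 also: 0% = DMSO wells with 35 nM protein and 100% = DMSO wells with 750 nM protein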
GAA850 FXN act: increases GAA850 frataxin promoter reporter activity. HEK293 lucGAA850 FXN promoter luciferase reporter, 24 h; percent of 10 µM SAHA response. activation, % at 6 µM. 360,000 tested, 0.56% active;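 active = activation above the average of all compounds screened plus 3 SD, cutoff fixed separately per campaign, cut at about 7.5% in these data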;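 also: 0% = DMSO wells and 100% = 10 µM SAHA wells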
SMARCA2 act: activators of SMARCA2 function; MG213 cells, MMTV-luciferase reporter, dexamethasone, overnight; AID 652017; activation, % at 9.1 µM; 370,000 tested, 1% active; in the data active = activation above about 7.8%;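 also: 0% = vehicle wells and 100% = reference activator wells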
PLCb3 inh: blocks human PLC-beta3 enzyme activity. 370,000 tested, 0.18% active. Q01970. inhibition, % at 12.2 µM. Purified PLC-beta3, fluorogenic substrate, fluorescence. AID 720704; in the data active = inhibition above about 11%;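 also: 0% = median of compound wells on plate and 100% = full blocker control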
An asterisk follows results filed as active; nt = not tested or not shown.

Compound	hgDAF-12 ag	hcDAF-12 act	PG9 Ab binder	DAX1 inh-1	sPLA2-III inh	DAX1 inh-2	ssDAF12 agonist	Rev-erbA mod	GAA850 FXN act	SMARCA2 act	PLCb3 inh
Cc1ccc2cc(CN(CCN(C)C)C(=S)Nc3ccccc3)c(=O)[nH]c2c1C	0.7	-1.1	0.6	0.3	1	0.5	-2.0	-6	-2.5	0	-9
CN(C)S(=O)(=O)c1ccc(C(=O)OCCn2cnc3c2c(=O)n(C)c(=O)n3C)cc1	-0.7	-0.9	-0.2	-1.3	3	-1.5	-1.4	-3	-1.6	-2	-5
O=C(COc1cccc(C(F)(F)F)c1)NNC(=O)Cn1c(=O)cnc2ccccc21	-1.5	1.0	1.3	1.2	-11	-0.4	-1.2	9	1.5	-5	-7
O=C(CCNC(=O)Cn1ccc2ccccc2c1=O)NCCc1ccccc1Cl	1.0	-0.6	-0.6	-0.2	0	1.9	-1.4	-5	-0.3	5	5
N#C/C(=C/c1cn[nH]c1-c1cccc(Br)c1)C(=O)O	1.8	0.6	-1.2	0.5	-7	0.0	-1.1	-2	0.3	-2	-7
COc1ccccc1N1CCN(S(=O)(=O)c2ccccc2)CC1	2.5	0.1	-3.9	-0.1	0	1.5	-0.9	1	0.3	2	2
COc1ccccc1C1NC(=O)CS1 (configuration not stated)	0.6	-1.8	-0.6	1.4	-3	0.9	-0.9	1	1.4	0	0
CCN(CC)c1c([N+](=O)[O-])ncn1C	-0.6	0.3	-1.2	0.2	1	1.2	-1.2	5	1.4	0	2
COc1ccc(-c2nc3cc([N+](=O)[O-])ccc3o2)cc1	14*	2.4	-1.2	2.2	-1	6.2*	-0.4	2	1.8	3	-2
O=C(Nc1nnc(C2CC2)s1)C1CCCO1 (configuration not stated)	-1.1	-1.1	-0.2	0.9	9	-0.1	-1.7	-4	2.3	-3	-6
CC(=O)N1CCN(C(=O)c2cc(S(=O)(=O)N3CCN(c4ccccc4)CC3)ccc2Cl)CC1	0.9	-1.1	-1.5	-0.3	-6	1.3	-1.0	-6	-0.5	-1	2
COc1cc2c(cc1OC)C(C)N(C(=O)CCN1C(=O)C3C4C=CC(C4)C3C1=O)CC2 (configuration not stated)	-2.2	-1.8	0.6	-0.7	4	-0.2	-1.3	-2	1.6	-1	1
CC12CCC(C(=O)NCCCN3CCOCC3)(OC1=O)C2(C)C (configuration not stated)	0.4	-1.2	-0.9	0.4	8	0.8	-1.4	-1	-5.5	-5	3
CCN(CC)c1ccc(/C=N/N2CCN(Cc3ccccc3)CC2)c(O)c1	4.8	0.0	-2.1	-0.9	-3	-0.5	0.0	-1	3.3	-2	-30
COc1ccc(/C=C2\SC(=S)N(CC(=O)N(C)C3CCS(=O)(=O)C3)C2=O)cc1 (configuration not stated)	2.7	-1.1	-3.0	-0.1	-4	0.3	-0.8	3	1.1	1	-2
CC(C)c1ccc(NS(=O)(=O)c2ccc3c(c2)NC(=O)CO3)cc1	-3.7	-1.4	-0.7	-0.7	-31	-1.1	-0.8	5	-2.0	-3	-3
CC(C)(C)SCCNS(=O)(=O)c1ccc(Cl)cc1	1.6	-0.8	-1.9	-0.1	-9	nt	-1.1	0	-0.1	-1	2
COc1ccc(CC(=O)N(c2ccccc2)c2nc(C)cs2)cc1	-1.7	-2.9	0.9	-0.2	-1	-1.1	-1.1	6	0.8	-2	1
O=C(CN1CCN(C(=O)c2ccc(-c3nc4ccccc4s3)o2)CC1)Nc1cccc(F)c1	-1.3	0.3	-2.2	0.2	7	0.2	-1.7	-5	2.4	-3	-6
N#C/C(=C/c1ccc(OCc2ccccc2)cc1)C(=O)NC1CCCCC1	-0.6	2.6	-0.1	-0.1	5	0.0	-1.0	-5	-1.8	-2	1
COc1ccc(N2CC(C(=O)N/N=C/c3ccc([N+](=O)[O-])cc3)CC2=O)cc1 (configuration not stated)	0.2	-0.6	-1.1	-0.4	-3	-0.2	-1.2	3	1.3	-3	3
COC(=O)C1(C(=O)OC)C[C@H](/C=C/c2ccccc2)N(Cc2ccccc2OC)[C@@H]1c1cccc(Br)c1	3.3	-1.0	1.1	0.0	1	nt	-0.3	-7	nt	-3	-6
CCNc1ccc(C(=O)OCC(=O)Nc2cc(C)on2)cc1[N+](=O)[O-]	-0.5	0.3	-1.0	0.0	1	-0.1	-1.3	-4	-0.1	2	-9
O=C(Cn1nnc(-c2cccs2)n1)N1CCOCC1	0.5	-0.9	0.5	0.4	7	3.2	-1.7	3	2.6	5	-1
O=C(OC1Cn2c(=O)ccc(=O)n2C1)c1ccc([N+](=O)[O-])cc1	0.0	-0.7	1.1	-0.8	0	1.1	-1.6	-4	-0.6	-3	4
COc1ccc(C(=O)N2CCC(C(=O)NC3CC3)CC2)cc1	3.3	-2.3	-2.1	0.4	-1	-0.1	-1.2	-9	0.5	3	4
COc1cc(C(=O)Nc2ccc(N3CCOCC3)cc2)ccc1OCc1c(C)noc1C	-1.9	0.4	-2.1	0.4	8	0.3	-0.5	3	-1.4	-1	0
Clc1cc(Br)ccc1OCCOCCOc1cccc2cccnc12	0.0	-1.8	1.4	-0.4	-12	-0.6	-1.5	1	1.5	-1	-15
CCn1cc(C(=O)N2CC(C)CC(C)C2)c(=O)c2cc(S(=O)(=O)N3CCCC3)ccc21 (configuration not stated)	-0.8	0.1	1.3	0.5	4	0.1	-1.4	7	1.1	-1	-4
Cn1c(C(=O)N2CCCC(Nc3ccc(F)cc3)C2)cc2ccccc21 (configuration not stated)	-0.5	1.3	-2.3	0.0	-8	-0.2	-1.2	0	-0.8	1	-2
Clc1cc(Br)ccc1OCCCNCc1ccccc1	-0.6	-1.8	0.2	0.1	1	-0.6	-1.2	-4	1.6	-2	4
COCCNc1nc(-n2nc(C)cc2C)nc2sc3c(c12)CCCC3	-4.4	-0.9	0.3	-2.6	-4	-1.7	-1.1	-5	0.6	5	-27
CCOC(=O)C1(NC(=O)CN2C(=O)c3ccccc3C2=O)CCCC1	-0.2	-1.5	-3.0	0.2	-2	-0.5	0.3	1	-0.1	-1	9
N#Cc1ccccc1CN1C(=O)NC(Cc2c[nH]c3ccccc23)C1=O (configuration not stated)	-3.7	0.7	0.4	0.0	-50	-0.5	-1.2	-4	0.9	-5	-7
CCCCNc1cccc2c1S(=O)(=O)N[C@@H](Cc1ccccc1)CO2	-0.3	-2.2	0.0	-1.4	-8	nt	-1.2	7	nt	-2	1
COCc1nnc(N)s1	-1.8	-1.2	0.8	-0.1	-1	0.6	-1.4	-3	-0.4	-3	2
CCN1C(=O)N[C@@H](c2cccc(C(F)(F)F)c2)[C@H](C(=O)OC)[C@H]1C	-0.8	-1.7	1.1	0.5	0	1.5	-1.4	-2	1.1	-2	2
COc1ccc(CCNC(=O)CSc2ccc(-c3ccccc3)nn2)cc1OC	0.9	-2.6	-2.6	-0.5	-1	-1.3	-1.7	3	-1.4	-1	1
Cc1ccnc(Nc2nc(-c3ccc(O)cc3O)cs2)c1	1.8	-0.7	-0.2	0.3	-7	0.8	-1.3	0	3.4	2	-7
O=C(NCc1ccccc1)C(c1ccc(O)cc1)N(C(=O)c1cnccn1)c1ccccc1 (configuration not stated)	-2.7	-2.6	-0.6	-0.6	0	-0.3	-1.0	-3	-2.0	-2	-4
COc1cc(CCC(=O)OCC(=O)N2CCc3ccccc32)cc(OC)c1OC	-2.7	-1.1	1.0	-0.5	-2	-1.0	-0.9	-6	2.9	-3	-2
O=C(Nc1cccc(O)c1)c1ccc(S(=O)(=O)N2CCCCCC2)cc1	2.4	0.7	-1.1	1.6	-26	-0.1	-0.4	4	2.7	0	-2
O=C(Nc1ccc(Cl)c(C(F)(F)F)c1)c1ccco1	-1.4	-0.8	-1.2	-1.0	-2	-2.6	-1.9	6	-0.8	1	0
Cc1ccc(S(=O)(=O)NN=C2CC(C)(C)OC2(C)C)cc1	0.4	0.3	-0.1	2.0	3	2.8	-1.3	-5	-2.0	-5	0
COc1ccc(S(=O)(=O)N2CCOC2CNC(=O)C(=O)NCc2ccccc2Cl)cc1 (configuration not stated)	-5.8	-3.9	0.8	-0.5	1	-0.6	-1.2	-3	-0.6	-1	-13
CCc1ccc(C(C(=O)NCc2ccc(F)cc2)N(C(=O)c2csnn2)C2CC2)cc1 (configuration not stated)	-3.4	-2.8	-2.2	-0.4	-4	0.7	-1.1	-6	-1.6	-2	-3
Cc1oc(C(C)(C)C)cc1C(=O)Nc1cccc(/C=C/C(=O)O)c1	1.6	0.2	-0.6	0.8	-22	1.2	-1.2	-4	1.2	1	2
O=C(NCc1ccncc1)c1cccc(S(=O)(=O)NCc2ccccc2)c1	0.0	0.4	-0.8	-0.5	9	0.2	-0.9	2	-0.5	-3	1
O=C1NC(=O)C2(CCC(C3CCCCC3)CC2)N1 (configuration not stated)	-0.6	-0.8	-0.8	-0.2	-9	2.1	-1.1	-9	-0.1	-1	0
COc1ccc(NC(=O)CN(C)C(=O)C2=COCCO2)cc1	-1.1	-0.2	-0.3	1.1	5	0.0	-1.2	-4	1.4	-1	-4

Reformatted: results already given.
Screens in order – hgDAF-12 ag | hcDAF-12 act | PG9 Ab binder | DAX1 inh-1 | sPLA2-III inh | DAX1 inh-2 | ssDAF12 agonist | Rev-erbA mod | GAA850 FXN act | SMARCA2 act | PLCb3 inh
COc1ccccc1C1NC(=O)CS1 (configuration not stated)
    0.6 | -1.8 | -0.6 | 1.4 | -3 | 0.9 | -0.9 | 1 | 1.4 | 0 | 0
CCN(CC)c1c([N+](=O)[O-])ncn1C
    -0.6 | 0.3 | -1.2 | 0.2 | 1 | 1.2 | -1.2 | 5 | 1.4 | 0 | 2
